Screening results as filed in PubChem BioAssay.
hERG rescue: hERG rescue from dofetilide block, primary screen, cell-based, CHO-hERG, FluxOR thallium flux, dofetilide IC70. 310,000 tested, 0.51% active. activation (rescue from dofetilide block), less the hit threshold, % at 10 µM. dofetilide IC70 present. Voltage-gated inwardly rectifying potassium channel KCNH2 (Homo sapiens), Q12809;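 active means activation above the mean of controls blocked by dofetilide plus 5 SD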;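 further: thallium influx through hERG after potassium depolarization seen as dye fluorescence rise; in these data hits start at about 4.7%; inactives centre near -7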
KCNK3 inh: human KCNK3 channel inhibitors, primary screen, CHO cells, FluxOR thallium flux, B-score; B-score at 10 µM; FluxOR fluorescence; stronger effect = lower value; 340,000 tested, 0.84% active;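 active means B-score under library mean minus 4 SD, starting fluorescence ratio at most library mean plus 5 SD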;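 further: more negative B-score means stronger inhibition of thallium flux through KCNK3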
Target sequence (O14649 whole entry, looked up): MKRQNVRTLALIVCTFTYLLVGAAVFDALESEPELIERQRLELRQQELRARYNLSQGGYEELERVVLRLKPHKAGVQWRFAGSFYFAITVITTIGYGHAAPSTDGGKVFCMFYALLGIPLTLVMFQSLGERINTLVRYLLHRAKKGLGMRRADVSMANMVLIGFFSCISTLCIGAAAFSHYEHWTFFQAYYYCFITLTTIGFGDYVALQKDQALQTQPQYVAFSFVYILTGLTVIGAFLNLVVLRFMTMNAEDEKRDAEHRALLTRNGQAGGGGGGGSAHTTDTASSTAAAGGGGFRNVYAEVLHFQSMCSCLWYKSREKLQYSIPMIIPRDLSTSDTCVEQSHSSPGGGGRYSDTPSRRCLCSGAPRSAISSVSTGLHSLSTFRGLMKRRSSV
HDAC3 inhib: HDAC3 deacetylase inhibitors, primary screen, biochemical, fluorescence, cell-free homogeneous | Histone deacetylase 3 (Homo sapiens), O15379 | recombinant HDAC3, fluorogenic peptide/trypsin coupled | inhibition, % at 8.3 µM | 320,000 tested, 0.15% active | AID 2718, 2010; in the data active means inhibition above about 26%, passing the limit was not always enough; inconclusive means no clear call, values can overlap the other calls
KCNQ1 pot: potentiators or activators of KCNQ1 channel, primary screen, cell-based, thallium flux, high-throughput | CHO-K1 KCNQ1, thallium flux FluxOR fluorescence; stronger effect = higher value | Potassium voltage-gated channel subfamily KQT member 1 (Homo sapiens), P51787 | AID 2648, 2010 | B-score at 10 µM | 310,000 tested, 0.35% active;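 active means fluorescence ratio B-score, a plate-corrected score, at least three library SD, with initial intensity B-score within 5 SD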
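System: Stable KCNQ1 CHO-K1 line | Incubation: 90 min dye loading and 20 min compound exposure, both at room temperature | Measure: Ratio B score | Medium: Assay buffer for compound exposure, DMSO matched across wells | Compound dosing: Single-concentration screen | Probe or stimulus: K+/Tl+ depolarizing stimulus | Measured by: Kinetic FluxOR fluorescence, 10 s baseline plus 110 s post-stimulus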
ANO1 activ: TMEM16A chloride channel activators or potentiators, primary screen, cell-based, HTS. AID 623877, 2012. Anoctamin-1 (Mus musculus), Q8BHY3. B-score at 10 µM. 340,000 tested, 0.3% active. HEK293 TMEM16A/YFP-H148Q/I152L, iodide quench fluorescence; stronger effect = lower value;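 active means fluorescence-ratio B-score plate-corrected deviation score at least 3 library SD below zero, with starting fluorescence score within 5 deviations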;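 further: channel opened by trigger with iodide after compound preincubation; score built on the fluorescence ratio of max minus min over baseline; more negative score means more quench and so TMEM16A activation or potentiation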
KCNQ1 block: inhibitors of human KCNQ1 channel, primary screen, cell-based, thallium flux, high-throughput; CHO-K1 KCNQ1, FluxOR thallium flux fluorescence; stronger effect = higher value; B-score at 10 µM; 310,000 tested, 1.3% active; AID 2642, 2010;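 active means compounds whose thallium flux B-score, printed positive for inhibition, exceeds three library SD while starting fluorescence stays within three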;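 further: channel opened by potassium depolarization with thallium stimulus after 20 min compound exposure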
KCNK9 inh: KCNK9 potassium channel inhibitors, primary screen, HEK293 cells, thallium flux; FluxOR thallium flux fluorescence; stronger effect = lower value; B-score at 10 µM; Potassium channel subfamily K member 9 (Homo sapiens), Q9NPC2; AID 488922, 2010; 310,000 tested, 1.2% active;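 active means ratio B-score over 3 SD below the library mean, with starting fluorescence within 5 SD of its mean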;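 further: negative B-score means less thallium flux so channel inhibition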
Target sequence (Q9NPC2 whole entry, looked up): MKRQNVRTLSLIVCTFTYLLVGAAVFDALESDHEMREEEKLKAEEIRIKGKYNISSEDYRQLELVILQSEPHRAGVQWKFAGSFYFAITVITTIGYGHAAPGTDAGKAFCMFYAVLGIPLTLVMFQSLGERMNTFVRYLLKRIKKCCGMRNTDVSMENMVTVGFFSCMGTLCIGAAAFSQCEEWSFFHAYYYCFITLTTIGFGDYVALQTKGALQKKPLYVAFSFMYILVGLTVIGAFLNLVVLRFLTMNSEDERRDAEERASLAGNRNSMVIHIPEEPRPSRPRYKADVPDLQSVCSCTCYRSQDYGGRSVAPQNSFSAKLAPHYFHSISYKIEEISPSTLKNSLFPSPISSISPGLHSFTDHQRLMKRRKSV
TMEM16A inh: TMEM16A chloride channel inhibitors, primary screen, cell-based, HTS; HEK293 TMEM16A/YFP iodide influx fluorescence, ionomycin; 310,000 tested, 1.2% active; Anoctamin-1 (Mus musculus), Q8BHY3; normalized B-score (activity score, 25-100; higher = stronger inhibition) at 10 µM; AID 588511, 2011;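 active means ratio plate-corrected score three or more library SD toward inhibition, starting fluorescence score within five deviations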;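 further: score derived from kinetic fluorescence span divided by baseline fluorescence per well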
RGS4 act: RGS4 potentiators or activators, primary screen, cell-based, HEK293 M3R inducible RGS4, calcium flux; 310,000 tested, 0.92% active; carbachol calcium flux Fluo4; stronger effect = lower value; B-score at 10 µM;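 active means B-score of the integrated calcium signal more than 4 SD below the library mean, with starting fluorescence not abnormally high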;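 further: negative B-score means reduced calcium response which marks RGS4 activation or potentiation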
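Material: M3R-expressing HEK293 line, RGS4 induced by doxycycline | Schedule: Overnight RGS4 induction, 30 min dye load 37 °C, 20 min compound RT | Measured by: Fluo4 fluorescence kinetic imaging of calcium | Read-out: Integrated calcium ratio converted to B score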
RGS4 block: RGS4 inhibitors, primary screen, cell-based, HEK293 M3R inducible RGS4, calcium flux; Regulator of G-protein signaling 4 (Homo sapiens), P49798; Fluo-4 calcium flux; stronger effect = higher value; triggered by carbachol at its EC20; B-score at 10 µM; 310,000 tested, 0.45% active;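 active means B-score, a plate-corrected calcium signal, over three deviations above library mean, with baseline fluorescence within five deviations of library mean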;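 further: RGS4 expression induced by doxycycline in cells with stable M3 receptor; B-score is computed from the integrated fluorescence ratio over baseline after carbachol; higher B-score means a larger calcium signal and so more RGS4 inhibition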
Target sequence (P49798 whole entry, looked up): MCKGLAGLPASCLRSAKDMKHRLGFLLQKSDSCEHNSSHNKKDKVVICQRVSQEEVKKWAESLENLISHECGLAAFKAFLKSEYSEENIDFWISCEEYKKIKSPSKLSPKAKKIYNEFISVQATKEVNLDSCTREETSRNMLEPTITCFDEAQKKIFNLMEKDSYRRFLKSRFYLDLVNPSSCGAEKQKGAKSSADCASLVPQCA
SKKanGAS inh: S. pyogenes SKKanGAS growth inhibitors in kanamycin, primary screen, streptokinase expression inhibitor project, SKKanGAS strain, BacTiter-Glo luminescence; 6 h; inhibition, % at 7.5 µM; 300,000 tested, 1.3% active;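 active means mean replicate score, as percent of positive control median, at least 50; inconclusive means mean below 50 but one replicate at or above 50; inactive means mean and every replicate below 50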;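 further: strain carries kanamycin resistance gene driven by streptokinase promoter and grows in 40 µg/ml kanamycin; loss of luminescence reflects streptokinase promoter inhibition or plain growth inhibition; 0% = median of DMSO wells and 100% = positive control at its reference dose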
Starred values were filed as active, the others as inactive; i = inactive; ? = inconclusive; . = no result given.

SMILES | hERG rescue | KCNK3 inh | HDAC3 inhib | KCNQ1 pot | ANO1 activ | KCNQ1 block | KCNK9 inh | TMEM16A inh | RGS4 act | RGS4 block | SKKanGAS inh
COc1ccc2cc(C(=O)C3CCCN(Cc4cccc(C)n4)C3)ccc2c1 (stereo not drawn) | -10 | i | -24 | i | i | i | i | i | i | i | 79*
CCOC(=O)CSc1nnc2n(C3CCCCC3)c(=O)c3c4c(sc3n12)CCCC4 | -8 | i | 4 | i | i | i | i | i | i | i | 8
N#Cc1ccc(CSc2nnc(NC(=O)CCc3nc4ccccc4c(=O)[nH]3)s2)cc1 | -18 | i | -7 | i | i | i | i | i | i | i | 0
CC(C(=O)c1ccc(-c2ccccc2)cc1)[n+]1cccc(C(N)=O)c1 (stereo not drawn) | -11 | i | 1 | i | i | i | i | i | i | i | 4
O=c1[nH]c2ccc(Cl)cc2c(-c2ccccc2)c1SC(=S)N1CCCCC1 | -8 | i | 3 | i | i | i | i | i | i | i | 66*
CNC(=O)COc1ncnc2scc(-c3ccc(F)cc3)c12 | -14 | i | 7 | i | i | i | i | i | i | i | 20
N#CC1=C(SCc2ccc(C#N)cc2)N=C(N)C(c2nc(-c3ccccc3)cs2)C12CCCCC2 (stereo not drawn) | -5 | i | 11 | i | i | 6* | i | i | i | i | 3
COC(=O)c1cc(Cc2ccc(N)c(C(=O)OC)c2)ccc1N | -5 | i | -9 | i | i | i | i | i | i | i | -10
CCC/C(O)=C1\C(=O)CC(C)(C)CC1=Nc1cccc([N+](=O)[O-])c1 | -7 | i | ? | i | i | i | i | i | i | i | 3
COc1ccc(S(=O)(=O)N2CCCC2C(=O)Nc2ccc(C(C)=O)cc2)cc1 (stereo not drawn) | -10 | i | ? | i | i | i | i | i | i | i | -5
COc1ccc(NC(=O)c2cc([N+](=O)[O-])ccc2N2CCCC2)cc1 | 0 | i | 2 | i | i | i | i | i | i | i | -5
O=C(OCc1cc(=O)n2c(n1)sc1ccccc12)c1ccc2c(=O)n3c(nc2c1)CCC3 | -25 | i | 11 | i | i | i | i | i | i | i | 29
CCN(CC)S(=O)(=O)c1ccc(C(=O)N2CCCCC2)cc1 | -13 | i | -4 | i | i | i | i | i | i | i | 3
CCCCCC(=O)NC(Nc1ccc(S(N)(=O)=O)cc1)C(Cl)(Cl)Cl (stereo not drawn) | -7 | i | -1 | i | i | i | i | i | i | i | -8
CCCCn1c(CN2CCN(C)CC2)nc2ccccc21 | -14 | i | 0 | i | i | i | i | i | i | i | 11
CCN(C(=O)Cn1cc(C(F)(F)F)ccc1=O)c1c(N)n(Cc2ccccc2)c(=O)[nH]c1=O | -10 | i | 2 | i | i | i | i | i | i | i | 2
CCc1ccc(C(=O)COC(=O)C(CCSC)NC(=O)c2ccccc2)cc1 (stereo not drawn) | -7 | i | -4 | i | i | i | i | i | i | i | 0
COC(=O)c1ccc(NS(=O)(=O)c2cc(C)ccc2OC)cc1 | -8 | i | -2 | i | i | i | i | i | i | i | -5
COC(=O)c1cc(C)sc1NC(=O)CN1CCN(C(=O)c2ccco2)CC1 | -3 | i | -6 | i | i | i | i | i | i | i | 8
Clc1cccc(CNc2nc(-c3cccnc3)nc3ccccc23)c1 | -10 | i | . | i | i | i | i | . | -9.2* | i | 5
CCCCc1ccc(-c2nc(-c3ccncc3)no2)cc1 | -2 | i | 1 | i | i | i | i | i | i | i | -6
COC(=O)C1=C(C)N(Cc2ccccc2)C(=NCc2cccc(C(F)(F)F)c2)N[C@H]1c1cccc(F)c1 | -29 | i | 16 | i | i | i | i | i | i | i | 20
O=C(Cc1cccc2ccccc12)Nc1cccnc1 | -9 | i | 1 | i | i | i | i | i | i | i | -4
Cn1ccnc1C(=O)c1ccc(Cl)c(S(=O)(=O)N2CCOCC2)c1 | -16 | i | . | i | i | i | i | i | i | i | -6
O=C(COc1ccccc1[N+](=O)[O-])N1CCN(S(=O)(=O)c2ccccc2)CC1 | 2 | i | 1 | i | i | i | i | i | i | i | 0
Cn1c(N)c(C(=O)COC(=O)COc2ccc(C#N)cc2)c(=O)n(C)c1=O | -7 | i | -4 | i | i | i | i | i | i | i | 0
CN(CC(=O)Nc1cccc(F)c1)C(=O)CCc1nc2ccccc2c(=O)[nH]1 | -5 | i | -20 | i | i | i | i | i | i | i | -9
CC(NC(=O)CCc1ccccc1)c1ccc2c(c1)OCO2 (stereo not drawn) | 1 | i | -1 | i | i | i | i | i | i | i | 0
Cc1ccc(NC(=O)c2cnccn2)cc1 | -1 | i | 3 | i | i | i | i | i | i | i | 0
CC(=O)Nc1ccc(S(=O)(=O)NNc2ccc([N+](=O)[O-])cc2)cc1 | -9 | i | 1 | i | i | i | i | i | i | i | 6
c1ccc(-c2ccccc2OCCCN2CCCCC2)cc1 | -11 | i | 2 | i | i | i | i | i | i | i | -5
COC(=O)c1cnc(NNS(=O)(=O)c2ccc(Cl)cc2)nc1C(F)(F)F | -4 | i | 3 | i | i | i | i | i | i | i | 0
COc1cccc(C(=O)n2ccc(-c3cccs3)n2)c1 | -9 | i | ? | i | i | i | i | i | i | i | -10
CC(=O)Nc1nnc(SCc2cc(=O)c(OC(=O)c3ccccc3)co2)s1 | -13 | i | -1 | i | i | i | i | i | i | i | 2
NC(=O)c1ccc(Sc2nnc(-c3cccs3)n2CC2CCCO2)c([N+](=O)[O-])c1 (stereo not drawn) | -5 | i | -1 | i | i | i | i | i | i | i | -4
COc1cc(C(=O)O)ccc1OCc1ccncc1 | 1 | i | -5 | i | i | i | i | i | i | i | -1
Cc1ccc(C(C(=O)NC2CCCC2)N(C(=O)Cc2cccs2)c2ccc(C)c(C)c2)o1 (stereo not drawn) | -7 | i | 3 | i | i | i | i | i | i | i | .
COCc1cc(=O)n2[nH]c(C)nc2n1 | -5 | i | 0 | i | i | i | i | i | i | i | 1
O=C(Nc1ccncc1)c1c(F)cccc1F | -7 | i | 2 | i | i | i | i | i | i | i | -9
Cc1c(CCC(=O)O)c(=O)oc2cc(OCc3ccccc3Br)ccc12 | -4 | i | -6 | i | i | i | i | i | i | i | 27

Given field by field: part of the list above
COC(=O)c1cc(Cc2ccc(N)c(C(=O)OC)c2)ccc1N
  hERG rescue: -5; KCNK3 inh: i; HDAC3 inhib: -9; KCNQ1 pot: i; ANO1 activ: i; KCNQ1 block: i; KCNK9 inh: i; TMEM16A inh: i; RGS4 act: i; RGS4 block: i; SKKanGAS inh: -10
CCC/C(O)=C1\C(=O)CC(C)(C)CC1=Nc1cccc([N+](=O)[O-])c1
  hERG rescue: -7; KCNK3 inh: i; HDAC3 inhib: ?; KCNQ1 pot: i; ANO1 activ: i; KCNQ1 block: i; KCNK9 inh: i; TMEM16A inh: i; RGS4 act: i; RGS4 block: i; SKKanGAS inh: 3

(cont.)
SMILES | hERG rescue | KCNK3 inh | HDAC3 inhib | KCNQ1 pot | ANO1 activ | KCNQ1 block | KCNK9 inh | TMEM16A inh | RGS4 act | RGS4 block | SKKanGAS inh
CCOC(=O)CN1C(=O)N[C@@H](c2ccccc2)[C@@H](C(=O)OC)[C@H]1C | -4 | i | 11 | i | i | i | i | i | i | i | 0
COc1ccc(-c2nn3c(=O)c(C)nnc3s2)cc1 | 0 | i | -3 | i | i | i | i | i | i | i | 5
Cc1c(C(=O)NCc2cccs2)oc2ccc(S(=O)(=O)N3CCOCC3)cc12 | -4 | i | 1 | i | i | i | i | i | i | i | 6
CC1=NN(c2ccc(S(=O)(=O)O)cc2C)C(=O)C1 | -3 | i | -3 | i | i | i | i | i | i | i | 2
CC(C)CN1CCC(=O)N(CCSc2ccccc2)CC1 | -6 | i | 0 | i | i | i | i | i | i | i | 5
O=C(c1ccccc1)C1CCN(c2ncccc2[N+](=O)[O-])CC1 | -10 | -8.8* | 3 | i | i | i | i | i | i | i | 1
CCOc1cc(C(=O)Nc2ccc(S(=O)(=O)NC3=NCCCCC3)cc2)cc(Br)c1OC | -13 | i | ? | i | i | i | i | i | i | i | 30
O=C(CCNC(=O)c1ccccc1Cl)NCC12CC3CC(CC(C3)C1)C2 | -7 | i | 0 | i | i | i | i | i | i | i | 2
CN(C(=O)CSc1nnc2ccccn12)c1c(N)n(Cc2ccccc2)c(=O)[nH]c1=O | -2 | i | -2 | i | i | i | i | i | i | i | -1
N#Cc1c(NC(=O)CSc2nc3c(c(C(F)(F)F)n2)CCc2ccccc2-3)sc2c1CCCC2 | -7 | i | -2 | i | i | i | i | i | i | i | -4
COc1ccc(CNC(=O)C2CCN(S(=O)(=O)c3cccc4cccnc34)CC2)cc1 | -4 | i | -8 | i | i | i | i | i | i | i | -5
C/C(=N\Nc1c(F)c(F)c(Br)c(F)c1F)c1ccncc1 | -6 | i | 1 | i | i | i | i | i | i | i | 17
COc1ccc(C2C3=C(CC(C)(C)CC3=O)Oc3ncn4nc(-c5cccnc5)nc4c32)cc1 (stereo not drawn) | -15 | i | -2 | i | i | i | i | i | i | i | 5
Cc1c(Cl)cnc(NC(=O)COC(=O)c2ccc3ncsc3c2)c1Cl | -6 | i | 1 | i | i | i | i | i | i | i | 5
O=[N+]([O-])c1ccc(Cl)cc1N1CCCC1 | -5 | i | -5 | i | i | i | i | i | i | i | 1
CCCc1ccc2c(N)c(C#N)sc2n1 | 0 | i | -7 | i | i | i | i | i | i | i | 2
O=[N+]([O-])c1ccc(Cl)c(/C=N/n2c(C3CCCCC3)n[nH]c2=S)c1 | -16 | i | 5 | i | i | i | i | i | i | i | 14
Cc1ccc(C(=O)N2CCN(S(=O)(=O)c3ccccc3)CC2)s1 | -11 | i | -1 | i | i | i | i | i | i | i | 10
